tim10-1 inh: inhibits growth of tim10-1 mutant yeast | 330,000 tested, 2.2% active | S. cerevisiae tim10-1 ts strain growth, BacTiter-Glo, 24 h | inhibition, % at 20 µM | AID 463190;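 active = inhibition of at least 40%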;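 also: mutant grown at 25 °C; 0% = DMSO wells with yeast and 100% = wells holding no yeast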
TIM10 inh: TIM10 yeast growth inhibition | S. cerevisiae TIM10 strain growth, BacTiter-Glo luminescence, 24 h | inhibition, % at 10 µM | 330,000 tested, 1.4% active;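 active = inhibition of 40% or more at the single tested concentration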;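 also: wild-type TIM10 isogenic control strain grown at permissive 25 °C; 0% = DMSO yeast wells and 100% = minimal medium wells without yeast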
NALP3 yeast inh: NALP3 inhibition in yeast | AID 2825 | Yeast reconstituted NLRP3/ASC/caspase-1, beta-gal luminescence, 24 h | inhibition, % at 10 µM | 330,000 tested, 0.39% active;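 active = inhibition of 50% or more; inactive = inhibition below 50%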;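 also: plate controls were induced DMSO wells for no effect and uninduced yeast grown without galactose for full effect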
hIAP activ: increases human intestinal alkaline phosphatase activity; P09923; purified human IAP, CDP-Star luminescence, 30 min; stronger effect = higher value; 1 = vehicle-only enzyme, 0 = enzyme-free background; activation factor at 10 µM; 330,000 tested, 0.16% active;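 active = activation factor of the enzyme at least 2-fold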; also: the source names both 10 and 20 µM as test concentration; values of inactives mirror those of a sister screen read the other way
Apaf-1 inh: inhibitors of human Apaf-1 apoptosome; inhibition, % at 20 µM; 330,000 tested, 0.71% active; AID 489030; reconstituted apoptosome caspase-3 activity, DEVD-Rh110 fluorescence; O14727; active = inhibition of at least 40% at 20 µM;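 also: plate controls were DMSO wells for no effect and DEVD-CHO caspase inhibitor wells for full effect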
Target sequence (O14727 whole entry, looked up): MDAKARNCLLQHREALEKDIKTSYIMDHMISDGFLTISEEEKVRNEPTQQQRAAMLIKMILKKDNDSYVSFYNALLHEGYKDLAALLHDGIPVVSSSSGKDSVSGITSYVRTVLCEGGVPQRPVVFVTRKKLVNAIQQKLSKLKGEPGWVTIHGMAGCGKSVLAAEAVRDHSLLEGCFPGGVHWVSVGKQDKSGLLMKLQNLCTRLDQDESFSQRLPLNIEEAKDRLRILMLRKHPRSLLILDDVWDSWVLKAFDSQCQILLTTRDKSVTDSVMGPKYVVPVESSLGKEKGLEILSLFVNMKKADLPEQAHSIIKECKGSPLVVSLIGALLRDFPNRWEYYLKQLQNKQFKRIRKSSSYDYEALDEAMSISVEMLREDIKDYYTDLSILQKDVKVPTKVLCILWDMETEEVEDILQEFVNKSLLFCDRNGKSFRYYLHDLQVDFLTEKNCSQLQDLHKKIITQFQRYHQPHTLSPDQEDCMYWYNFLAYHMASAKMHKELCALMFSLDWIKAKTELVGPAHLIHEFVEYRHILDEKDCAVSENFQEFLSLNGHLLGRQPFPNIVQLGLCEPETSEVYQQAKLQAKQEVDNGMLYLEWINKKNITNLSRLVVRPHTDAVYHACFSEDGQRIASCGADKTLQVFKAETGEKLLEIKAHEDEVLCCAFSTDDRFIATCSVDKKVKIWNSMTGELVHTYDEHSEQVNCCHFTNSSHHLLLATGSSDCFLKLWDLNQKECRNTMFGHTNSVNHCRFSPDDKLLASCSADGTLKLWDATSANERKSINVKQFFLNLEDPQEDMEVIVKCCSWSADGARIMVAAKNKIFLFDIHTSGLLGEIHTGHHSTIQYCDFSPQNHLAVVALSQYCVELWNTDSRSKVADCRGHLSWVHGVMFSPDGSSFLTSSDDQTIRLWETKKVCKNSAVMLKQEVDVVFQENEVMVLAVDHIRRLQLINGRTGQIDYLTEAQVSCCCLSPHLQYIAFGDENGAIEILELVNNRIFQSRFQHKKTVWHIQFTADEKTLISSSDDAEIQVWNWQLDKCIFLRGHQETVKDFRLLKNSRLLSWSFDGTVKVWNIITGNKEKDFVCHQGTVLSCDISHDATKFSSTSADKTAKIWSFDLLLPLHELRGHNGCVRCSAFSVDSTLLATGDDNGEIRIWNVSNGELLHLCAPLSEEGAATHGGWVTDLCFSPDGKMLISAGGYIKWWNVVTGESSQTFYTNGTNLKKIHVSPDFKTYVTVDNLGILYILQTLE
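Assay system – apoptosome proteins · Medium – Hepes buffer, pH 7.5 · Also added – cytochrome c with DEVD-Rh110 · Timing – 30 min compound preincubation, 50 min activation, room temperature · Detection – Rh110 fluorescence, excitation 480 nm, emission 540 nm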
ATG4B inh: blocks human ATG4B protease cleavage of LC3 substrate. Q9Y4P1. inhibition, % at 8.33 µM. ATG4B cleavage of LC3-PLA2, NBD-HPC fluorescence, 1 h. 340,000 tested, 0.51% active; in the data active = inhibition above about 40%
mIAP block: blocks mouse intestinal alkaline phosphatase. purified mouse IAP, CDP-Star luminescence, 30 min. inhibition, % at 10 µM. 330,000 tested, 0.2% active. AID 2806;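 active = inhibition of at least 40% at 10 µM in the primary screen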;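 also: plate controls were DMSO with enzyme for no effect and no enzyme wells for full effect; values of inactives mirror those of a sister screen read the other way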
hIAP block: blocks human intestinal alkaline phosphatase | 330,000 tested, 0.12% active | purified IAP, CDP-Star luminescence, 30 min | inhibition, % at 10 µM;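 active = inhibition reaching a set limit with compound at 10 µM in the primary screen, cut at about 35% in these data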;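 also: plate controls were DMSO wells with enzyme for no effect and no-enzyme buffer wells for full effect; values of inactives mirror those of a sister screen read the other way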
mIAP activ: increases mouse intestinal alkaline phosphatase activity. muIAP, CDP-Star luminescence, 30 min; stronger effect = higher value; 1 = vehicle-only enzyme signal, 0 = enzyme-free wells. activation factor at 10 µM. 330,000 tested, 0.24% active;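 active = activation factor of at least 2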; also: the source names both 10 and 20 µM as test concentration; values of inactives mirror those of a sister screen read the other way
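Assay system: mouse IAP enzyme; Reagent: CDP-Star chemiluminescent phosphatase substrate; Compound: DMSO-dissolved test compounds; Incubation: 30 min, room temperature; Technique: luminescence from enzymatic CDP-Star hydrolysis; Controls: DMSO-only wells and no-enzyme negative control.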
Active calls of the source: *; nt = not tested or not shown.

SMILES | tim10-1 inh | TIM10 inh | NALP3 yeast inh | hIAP activ | Apaf-1 inh | ATG4B inh | mIAP block | hIAP block | mIAP activ
CCCCN1C2CCCC1CC(NC(=O)c1ccccc1Cl)C2 (centres undefined) | -3 | -8 | 22 | 1.1 | -7 | -1 | -8 | -11 | 1.1
CC1CC2(C)CC(C)C1(COC(=O)Nc1ccccc1)CO2 (centres undefined) | 19 | 30 | 21 | 1 | -2 | 1 | 6 | -1 | 0.94
Cc1ccc(CNC(=O)c2ccc3c(=O)[nH]c4c(C(=O)NCC5CCCO5)sc(=S)n4c3c2)cc1 (centres undefined) | 27 | -4 | 8 | 1.3 | 11 | 21 | 5 | -29 | 0.95
O=C(Nc1ccccc1C(=O)N1CCOCC1)C1CCC(=O)N1C1CCCC1 (centres undefined) | 0 | -12 | -4 | 0.93 | -12 | 1 | 2 | 7 | 0.98
O=[N+]([O-])c1ccc(Oc2ccc(/C=N/O)cc2)nc1 | -15 | -4 | 9 | 0.98 | -7 | -2 | 8 | 2 | 0.93
O=C(/C=C/c1ccco1)Nc1ccccc1N1CCCC1 | 53* | 39 | 17 | 0.98 | -1 | 2 | 1 | 2 | 0.99
COc1ccccc1NC(=S)NNC(=O)c1nn(C)c(C)c1Cl | 26 | 14 | 9 | 1.1 | 3 | -7 | 20 | -14 | 0.8
O=C(COC(=O)CCc1ccccc1)Nc1cc([N+](=O)[O-])ccc1F | 5 | 17 | 11 | 1.1 | 3 | -5 | 8 | -8 | 0.92
Cc1cc(-c2ccc(Cl)s2)n[nH]1 | 15 | 10 | -44 | 0.94 | -7 | 1 | 7 | 6 | 0.93
CCCCNc1cc(C(=O)O)cc(S(N)(=O)=O)c1Oc1ccccc1 | -1 | 10 | 21 | 0.88 | -4 | 2 | 8 | 12 | 0.93
Cn1c(N2CCOCC2)nc2c1c(=O)n(Cc1ccc(Cl)cc1)c(=O)n2C | -41 | -26 | 28 | 1.3 | 5 | 5 | 2 | -35 | 0.98
CCN(CC)S(=O)(=O)c1ccc(N2CCOCC2)c(NC(=O)c2c3c(nc4ccccc24)CCC3)c1 | 5 | 1 | -2 | 0.88 | 14 | -10 | 5 | 12 | 0.95
O=C(NCc1cccnc1)c1cccc(C(F)(F)F)c1 | 13 | 1 | -1 | 1.1 | 0 | 13 | 4 | -10 | 0.96
CC1(C)CC(=O)N(CC(=O)NCc2ccc(F)cc2)c2ccccc2S1(=O)=O | 15 | 13 | 2 | 0.98 | -10 | 4 | 4 | 2 | 0.95
CC(=O)NCC(=O)OCc1ccc([N+](=O)[O-])cc1 | 8 | 7 | -8 | 1.1 | -11 | -4 | 7 | -14 | 0.93
CC1(C)OC(=O)C(=CNc2ccccc2F)C(=O)O1 | 6 | 7 | -10 | 0.92 | -3 | -8 | 2 | 8 | 0.98
O=C(NCc1ccco1)c1c(F)cccc1Cl | -10 | -7 | -1 | 1 | -10 | 9 | -1 | -5 | 1
Cc1cccc(C)c1NC(=O)CN1C(=O)C(C)Oc2ccccc21 (centres undefined) | 3 | -2 | 5 | 1.1 | 3 | -5 | -2 | -5 | 1
COC(=O)c1ccccc1NC(=O)CCCn1nc(C)c2c(C)n(-c3ccccc3)nc2c1=O | 17 | 8 | 13 | 1.2 | 1 | 1 | -11 | -24 | 1.1
CCn1c2ccccc2c2cc(NC(=O)CN3CCCC3)ccc21 | 5 | -9 | 4 | 0.97 | 15 | -6 | 0 | 3 | 1
O=C(NNS(=O)(=O)c1ccc(F)cc1)c1sccc1-n1cccc1 | 9 | 8 | 25 | 1.1 | 0 | 1 | 2 | -7 | 0.97
N#Cc1ccc(N2CCCC2C(=O)O)c([N+](=O)[O-])c1 (centres undefined) | 0 | -1 | -4 | 0.8 | -1 | -11 | 4 | 20 | 0.96
CCOC(=O)CNC(=O)CSc1nc2sc(C)c(C)c2c(=O)n1C | 12 | 11 | -1 | 1 | -3 | -2 | 8 | -2 | 0.93
COc1ccc(N2CC(C(=O)Nc3ccc([N+](=O)[O-])cc3Br)CC2=O)cc1 (centres undefined) | 10 | -15 | 21 | 0.96 | 7 | -11 | 2 | 4 | 0.98
O=C(c1cnccn1)N1CCN(C/C=C/c2ccccc2)CC1 | 1 | -17 | -1 | 1 | -5 | -2 | -1 | -2 | 1
Other structures.
SMILES | tim10-1 inh | TIM10 inh | NALP3 yeast inh | hIAP activ | Apaf-1 inh | ATG4B inh | mIAP block | hIAP block | mIAP activ
O=S(Cc1ccc(Br)cc1)Cc1nnc(SCc2ccc(Cl)cc2)n1-c1ccccc1 (centres undefined) | 36 | 29 | 0 | 0.91 | 31 | -10 | -5 | 9 | 1
CCOC(=O)c1c(NC(=O)C(=O)N/N=C/c2ccc(OCC)cc2)sc2c1CCCCC2 | 14 | 0 | 4 | 1.2 | -4 | 0 | 3 | -19 | 0.97
Cc1cccc(C)c1NC(=O)c1ccc2c(c1)CCN2S(C)(=O)=O | 3 | 2 | 8 | 0.88 | -2 | -11 | 2 | 12 | 0.98
Clc1ccc(CCNc2ncnc3c2nnn3Cc2ccccc2)cc1 | 4 | -1 | 21 | 1.1 | -4 | -3 | -2 | -6 | 1
Clc1ccc(N=NN2CCOCC2)cc1 | -3 | -7 | 4 | 1.3 | -8 | -9 | 2 | -33 | 0.98
COc1cc(OC)cc(C(=O)NCCNC(=O)c2ccccc2)c1 | 12 | 0 | 10 | 1.1 | 12 | 22 | -2 | -8 | 1
Cc1ccccc1NC(=O)CCS(=O)(=O)c1ccc(Br)cc1 | 17 | -1 | 14 | 1.2 | 5 | 4 | -6 | -23 | 1.1
O=C(CN(CC1CCCO1)C(=O)CNS(=O)(=O)c1ccc(F)cc1)NC1CCCC1 (centres undefined) | -11 | 14 | 11 | 0.81 | -7 | -2 | 7 | 19 | 0.93
CN(C)Cc1cn(CCC(=O)O)c2ccccc12 | 9 | -19 | 12 | 1 | -7 | -2 | 1 | 0 | 0.99
CCCCOC(=O)N/N=C/C=C/c1ccccc1 | 2 | -3 | 14 | 1 | 13 | 1 | 3 | -4 | 0.97
COC(=O)c1cc(-c2ccc(Cl)cc2)n(-c2ccc(S(N)(=O)=O)cc2)n1 | 15 | 5 | -5 | 0.95 | 5 | -9 | 2 | 5 | 0.98
O=C(Cc1cccs1)N=Nc1c(O)[nH]c2ccccc12 | 7 | 10 | 12 | 1.4 | -7 | -6 | 27 | -36 | 0.73
O=C(CCCCn1c(=O)[nH]c2ccsc2c1=O)NCC1CCCO1 (centres undefined) | 8 | -8 | 15 | 1.1 | 7 | -12 | -9 | -7 | 1.1
Cc1ccc2c(CN3CCCCC3)cc(=O)oc2c1C | 17 | 8 | 7 | 1 | 6 | -1 | -4 | -2 | 1
CC(Oc1ccc(Br)cc1)C(=O)Nc1ccc(S(=O)(=O)N(C)C2CCN(C)CC2)cc1 (centres undefined) | 6 | -4 | -2 | 0.99 | 22 | -4 | 6 | 0 | 0.94
O=C1/C(=C/c2cccnc2)SC(=S)N1c1ccccc1 | 14 | 5 | 1 | 0.94 | -6 | -13 | 7 | 6 | 0.93
Cc1ccc(N(CC(=O)NC(C)(C)C)C(=O)CNC(=O)c2cccs2)c(C)c1 | -7 | -4 | 3 | 1.2 | 9 | 3 | -6 | -19 | 1.1
COc1cc(C(C(=O)NC2CCCCC2)N(C(=O)c2snc(C(N)=O)c2N)c2ccc(C)cc2)ccc1O (centres undefined) | -18 | 11 | -3 | 0.88 | 14 | 6 | 4 | 12 | 0.96
C=CCN(C(=O)c1csnn1)C(C(=O)NC1CCCCC1)c1ccc(C)cc1 (centres undefined) | 31 | 1 | 26 | 1 | 10 | 3 | 2 | -4 | 0.98
C=CCOC(=O)C1=C[C@@H](C2CCCCC2)C[C@@H](OCc2ccc(CO)cc2)O1 | 17 | 6 | 8 | 0.99 | 13 | -7 | -2 | 1 | 1
Cc1ccc(-n2[nH]c(C)c(C=Nc3ccc(S(=O)(=O)Nc4nccs4)cc3)c2=O)c(C)c1 | -3 | -12 | 15 | 1.2 | 0 | nt | -2 | -19 | 1
CCC(C)[C@H](NC(=O)NCc1cccs1)C(=O)O (some centres undefined) | 1 | -17 | 10 | 1.2 | -2 | -5 | 5 | -15 | 0.95
CCOC(=O)c1cnn(-c2ccc(C(F)(F)F)cn2)c1N | -4 | 10 | 29 | 0.86 | 0 | 0 | -4 | 14 | 1
CCOC(=O)C(CO)(NC(C)=O)C(=O)OCC | 2 | 11 | -3 | 0.86 | -3 | -9 | -1 | 14 | 1
NC(=O)c1ccccc1[N+](=O)[O-] | 10 | 4 | -3 | 0.87 | -1 | 5 | 4 | 13 | 0.96
Further compounds follow:
SMILES | tim10-1 inh | TIM10 inh | NALP3 yeast inh | hIAP activ | Apaf-1 inh | ATG4B inh | mIAP block | hIAP block | mIAP activ
CN(CCc1ccccc1)C(=O)c1cc(COc2cccc(C(F)(F)F)c2)on1 | 18 | 15 | 24 | 1.1 | 32 | -7 | -3 | -10 | 1
O=C(Cn1cnc2ccccc2c1=O)N1CCN(Cc2ccccc2)CC1 | 4 | -9 | 8 | 1.1 | -2 | 8 | 8 | -8 | 0.92
CN(C)Cc1c(O)ccc2c3c(c(=O)oc12)CCCCC3 | 4 | -1 | 23 | 1.2 | 1 | 9 | -3 | -21 | 1
CCN(CC)c1nc(-c2ccccn2)nc(-c2ccccc2)c1C#N | 58* | 60* | 9 | 0.97 | 13 | -4 | 6 | 3 | 0.94
COc1ccc(OCC(=O)Nn2c(-c3ccc(OC)cc3)nc3ccccc3c2=O)cc1 | 16 | 26 | 15 | 0.79 | 4 | -2 | 1 | 21 | 0.99
Cc1ccc(OCCn2c3ccccc3n3nc(C)c(=O)nc23)cc1 | 33 | 0 | -1 | 0.9 | 5 | -12 | 1 | 10 | 0.99
CCOC(=O)C1(CC2CCCCO2)CCN(Cc2nc3ccccc3[nH]2)CC1 (centres undefined) | 19 | 12 | 16 | 0.96 | -6 | 16 | 7 | 4 | 0.93
O=C(Nc1cccc(-n2cnnn2)c1)c1cc(Cl)nc(Cl)c1 | 1 | -6 | 16 | 1.1 | 0 | 7 | 2 | -8 | 0.98
CCC(c1nnnn1CCOC)N1CCN(C(=O)c2ccco2)CC1 (centres undefined) | -6 | -3 | 15 | 1.1 | -4 | 4 | 4 | -9 | 0.96
COc1cc(OC)cc(C(=O)N2CCN(C(=O)c3cccnc3)CC2)c1 | 5 | 1 | 7 | 1.1 | -12 | -3 | 1 | -11 | 0.99
COc1cc(C(=O)N2CCN(C(=O)Cc3ccccc3)CC2)cc(OC)c1OC | 3 | -4 | -20 | 1.1 | 1 | -7 | -4 | -11 | 1
Cc1ccc(C(=O)N2CCN(c3ccccn3)CC2)cc1C | 14 | -8 | 5 | 1.2 | -8 | 1 | -1 | -19 | 1
Cc1cc(C)c(-c2csc(NC(=O)CCCc3nc4ccccc4c(=O)[nH]3)n2)c(C)c1 | 25 | 17 | 13 | 0.91 | 20 | -8 | 7 | 9 | 0.93

A draw from above in order of heavy-atom count, descending.
SMILES | tim10-1 inh | TIM10 inh | NALP3 yeast inh | hIAP activ | Apaf-1 inh | ATG4B inh | mIAP block | hIAP block | mIAP activ
COc1cc(C(=O)N2CCN(C(=O)Cc3ccccc3)CC2)cc(OC)c1OC | 3 | -4 | -20 | 1.1 | 1 | -7 | -4 | -11 | 1
COc1cc(OC)cc(C(=O)N2CCN(C(=O)c3cccnc3)CC2)c1 | 5 | 1 | 7 | 1.1 | -12 | -3 | 1 | -11 | 0.99
CCC(c1nnnn1CCOC)N1CCN(C(=O)c2ccco2)CC1 (centres undefined) | -6 | -3 | 15 | 1.1 | -4 | 4 | 4 | -9 | 0.96

Source: PubChem (Sanford-Burnham Center for Chemical Genomics)
